Screening results deposited in PubChem by Sanford-Burnham Center for Chemical Genomics.
APJ antagonist: APJ receptor antagonism; P35414; CHO-K1 APJ beta-arrestin complementation, luminescence; inhibition, % at 20 µM; 330,000 tested, 0.32% active; AID 2521;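 active means inhibition above about 40% at 20 µM, limit read from the data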;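 further: cells challenged with 10 nM apelin-13 agonist together with compound; plate controls were apelin-13 plus DMSO wells for no effect and DMSO wells lacking apelin-13 for full effect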
tim23-1 inh: tim23-1 yeast growth inhibition; S. cerevisiae tim23-1 growth, BacTiter-Glo luminescence, 24 h; inhibition, % at 20 µM; 330,000 tested, 1.3% active; AID 463212;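 active means growth inhibition of the mutant yeast at or above 50%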;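 further: temperature-sensitive mutant grown at 25 °C; plate controls were DMSO-treated mutant yeast for no effect and medium wells lacking yeast for full effect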
CCR6 antagonist: blocks CCL20-driven beta-arrestin recruitment at human CCR6; P51684; CHO-K1 CCR6 PathHunter beta-arrestin, luminescence, CCL20-stimulated; inhibition, % at 20 µM; 340,000 tested, 0.49% active; AID 493098;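 active means compounds whose inhibition of the agonist-driven luminescence signal at 20 µM reaches about 50%, limit read from the data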;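 further: cells stimulated with CCL20 at 14 nM final; plate controls were DMSO with CCL20 for no effect and DMSO without agonist for full effect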
Target sequence (P51684 whole entry, looked up): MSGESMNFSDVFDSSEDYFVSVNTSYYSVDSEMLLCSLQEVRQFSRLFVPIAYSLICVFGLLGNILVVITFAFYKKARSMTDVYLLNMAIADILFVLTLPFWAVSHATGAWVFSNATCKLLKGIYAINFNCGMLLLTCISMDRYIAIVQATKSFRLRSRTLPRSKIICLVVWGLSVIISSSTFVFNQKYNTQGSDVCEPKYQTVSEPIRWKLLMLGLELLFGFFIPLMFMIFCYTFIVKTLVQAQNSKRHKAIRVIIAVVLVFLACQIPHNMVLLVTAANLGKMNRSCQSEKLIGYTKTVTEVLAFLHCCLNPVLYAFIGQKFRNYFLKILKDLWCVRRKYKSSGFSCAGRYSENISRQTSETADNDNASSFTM
CXCR6 inh: inhibitors of human CXCR6 receptor; inhibition, % at 20 µM; 360,000 tested, 0.36% active; CHO-K1 PathHunter CXCR6 beta-arrestin, luminescence; AID 602244; in the data active means inhibition above about 34%, passing the limit was not always enough;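 further: antagonist mode with CXCL16 agonist at 10 nM final; 0% = 10 nM CXCL16 with DMSO and 100% = unstimulated wells without agonist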
Target sequence (O00574 whole entry, looked up): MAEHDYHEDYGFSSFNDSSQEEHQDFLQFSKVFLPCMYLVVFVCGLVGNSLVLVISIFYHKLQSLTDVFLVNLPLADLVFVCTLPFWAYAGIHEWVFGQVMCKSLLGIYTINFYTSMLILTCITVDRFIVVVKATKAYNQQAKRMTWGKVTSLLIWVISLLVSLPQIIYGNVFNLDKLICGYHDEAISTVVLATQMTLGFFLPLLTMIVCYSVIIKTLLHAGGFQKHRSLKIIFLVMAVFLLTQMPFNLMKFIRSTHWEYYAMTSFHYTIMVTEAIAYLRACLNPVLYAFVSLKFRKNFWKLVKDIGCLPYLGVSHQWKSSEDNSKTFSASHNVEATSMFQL
Mdm2-MdmX inh: human Mdm2/MdmX binding inhibition; O15151+Q00987; 330,000 tested, 3% active; inhibition, % at 8 µM; AID 485346; SaOS-2 split-luciferase Mdm2/MdmX complementation, luminescence;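 active means inhibition of at least 50% at 8 µM in the primary screen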
EBI2 block: EBI2 (human) antagonism; EBI2 beta-arrestin recruitment, luminescence, 7a,25-OHC stimulated; 360,000 tested, 0.81% active; P32249; inhibition, % at 5 µM; in the data active means inhibition above about 38%;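 further: enzyme fragment complementation signal reports receptor beta-arrestin coupling in cells; 0% = agonist plus DMSO wells and 100% = wells without agonist; some results beyond the cut were filed as inactive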
Target sequence (P32249 whole entry, looked up, the tested form may be a part): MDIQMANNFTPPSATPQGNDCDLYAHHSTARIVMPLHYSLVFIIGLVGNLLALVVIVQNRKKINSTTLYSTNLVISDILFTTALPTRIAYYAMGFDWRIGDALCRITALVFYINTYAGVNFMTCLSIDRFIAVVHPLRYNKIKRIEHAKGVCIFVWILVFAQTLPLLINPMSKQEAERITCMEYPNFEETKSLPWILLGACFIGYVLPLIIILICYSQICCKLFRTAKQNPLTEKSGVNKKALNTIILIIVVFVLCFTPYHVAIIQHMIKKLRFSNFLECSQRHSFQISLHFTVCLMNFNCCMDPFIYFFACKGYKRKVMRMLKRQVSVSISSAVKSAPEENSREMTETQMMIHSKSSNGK
CHOP UPR activ: activators of apoptotic arm of unfolded protein response (CHOP); CHO-CHOP luciferase reporter, UPR activation, luminescence; percent of tunicamycin response over DMSO baseline; activation, % at 10 µM; 330,000 tested, 0.34% active;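 active means at 10 µM dose, activation of 40% or more, normalized to positive control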;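 further: 100% = tunicamycin at 10 µg/mL and 0% = DMSO alone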
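System: CHO CHOP reporter cells. Amount: 500 cells per well. Buffer or medium: F12 medium, 10% FBS. Compound dosing: one dose, 10 µM in 0.5% DMSO. Incubation: 6 h compound exposure at 37 °C after overnight seeding. Technique: Steady-Glo luciferase luminescence. Benchmarks: tunicamycin and DMSO controls.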
UPR XBP1 act: activators of adaptive arm of unfolded protein response (XBP1) | CHO-XBP1 luciferase reporter, IRE1-XBP1 UPR activation, luminescence; percent of tunicamycin response, DMSO as zero | activation, % at 20 µM | 330,000 tested, 0.33% active;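 active means versus positive control, 20 µM dose yields 30% or more activation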;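 further: 100% = tunicamycin at 10 µg/mL and 0% = DMSO only wells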
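Material: CHO-XBP1 cells stably carrying IRE1-XBP1-driven luciferase reporter / Amount: 1000 cells per well / Compound: 20 µM, 1% DMSO / Times: 6 h treatment, 37 °C / Detection: luciferase luminescence / Measure: % activation of reporter signal versus tunicamycin and DMSO controls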
APJ agonist: activates the human apelin receptor APJ; P35414; CHO-K1 APJ PathHunter beta-arrestin, luminescence; 0% DMSO wells, 100% apelin; activation, % at 20 µM; 330,000 tested, 0.11% active; AID 2520;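 active means activation more than six SD over the plate average, tested at 20 µM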;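 further: 0% = DMSO alone and 100% = apelin-13 at 10 nM; some results filed as inactive read as strong as hits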
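Assay system: CHO-K1 cells stably expressing ProLink-tagged human APJ and arrestin–beta-gal acceptor. Compound dosing: 20 µM single point, 1% DMSO. Times: 16-18 h seeding, 90 min dark compound exposure, 60 min detection. Detection: beta-gal luminescence. Evaluation: APJ–arrestin association signal. Controls: negative DMSO alone, positive Apelin-13 at 10 nM.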
An asterisk follows results filed as active; . = not tested or not shown. Some of the compounds tested; the hit share may differ from the screen's.

SMILES	APJ antagonist	tim23-1 inh	CCR6 antagonist	CXCR6 inh	Mdm2-MdmX inh	EBI2 block	CHOP UPR activ	UPR XBP1 act	APJ agonist
CC1=NN(c2ccc(Cl)c(C(=O)O)c2)C(=O)C1	0	9	11	0	-20	-18	0.7	-4	-4
CCOC(=O)NN1C(=O)c2ccccc2NC1C (stereo unspecified)	6	15	-2	-6	7	0	-0.4	-2	-1
CC1(C(=O)NC(=S)N(Cc2ccccc2)c2ccccn2)CC1(Cl)Cl (stereo unspecified)	-4	9	3	15	3	-6	1.5	-1	-3
CC1(C)OC(=O)C(=CNc2ncccn2)C(=O)O1	3	16	-2	10	20	-14	2.7	-2	0
CCCCCCC(=O)Nc1c2c(nc3ccccc13)N(C)CC2	-5	7	5	9	8	3	1.8	-1	3
Cc1cc(C(=O)NP(=O)(N2CC(C)OC(C)C2)N2CC(C)OC(C)C2)c(C)n1C1CC1 (stereo unspecified)	-2	16	11	1	-8	-4	-1.7	-3	-4
CCOC(=O)c1ccc(N=Nc2c(C)[nH]n(-c3ccccc3)c2=O)cc1	31	-9	41	22	9	6	0.5	-1	-6
NC(=O)CSc1nc2ccccc2c(=O)n1Cc1ccccc1	-11	4	-2	0	24	-4	-0.6	-4	2
CCC(CO)NS(=O)(=O)c1cc(-c2nn(C)c(=O)c3ccccc23)ccc1C (stereo unspecified)	27	10	1	0	7	-11	-0.4	1	-1
Cc1ccc(C(=O)N2CCN(c3ccc(NC(=O)c4ccc(Br)o4)cc3)CC2)cc1	10	31	4	-9	16	4	-0.7	1	0
CC(=O)c1sc(=S)n(Cc2ccccc2)c1C	15	22	4	9	13	2	1.3	-1	1
O=C(Cn1cnc2cc([N+](=O)[O-])ccc2c1=O)NC(=O)NCc1ccccc1	-77	-1	-8	-11	-5	-12	-0.4	0	3
CC(C)Oc1ccc(C(=O)N2CCN(C(=O)c3ccco3)CC2)cc1	6	10	-7	-5	2	-3	2.4	-2	-1
Cc1ccc(-c2nc(Nc3ccc(N4CCOCC4)cc3)c3ccccc3n2)cc1	-1	47	3	8	45	15	3.6	0	5
CC(C)c1nnc(NC(=O)CCC(=O)NCc2cccs2)s1	-3	-10	-12	-5	-26	-1	-1.8	-1	0
CCOC(=O)CSc1nnc(CSc2nc3ccccc3c(=O)[nH]2)n1-c1ccccc1	-8	-5	10	8	-16	-5	1.7	1	-6
COc1ccccc1C(=O)NNC(=O)c1cccc(Br)c1	14	18	11	-2	-30	-2	5.9	1	-3
O=C(CSc1ccccn1)N1CCN(c2ccccc2)CC1	-2	8	10	-7	-4	-16	1.7	0	4
CCC1(C)NC(=O)N(CC(=O)c2cc(C)n(C3CC3)c2C)C1=O (stereo unspecified)	17	7	8	7	-5	4	0.6	-1	-2
CC(=O)Nc1ccc(S(=O)(=O)N(C#N)c2nc(C)cc(C)n2)cc1	-13	-10	-19	2	11	-4	-0.9	-7	2
CN(C(=O)COC(=O)c1ccccc1SCC(=O)N1CCCC1)c1ccccc1	0	4	19	-4	15	-2	1.1	-5	7
O=C(c1ccoc1)N1CCCC(N2CCN(c3cccc(C(F)(F)F)c3)CC2)C1 (stereo unspecified)	-2	16	15	-1	24	2	0.8	-1	-9
Cc1ccc(-c2nnc(CSc3nc4cc5c(cc4cc3C)OCO5)o2)cc1	10	9	7	7	13	13	21	-5	-7
CN(C)c1ccc(NC(=O)Cn2ncn3c(cc4ccccc43)c2=O)cc1	0	18	6	-2	-19	1	1.8	0	4
Cc1cccc(CSCCNC(=O)CSCc2ccc([N+](=O)[O-])cc2)c1	4	30	4	5	15	10	-0.9	-2	0
COc1ccc(/C=C/C(=O)C23CC4CC(CC(C4)C2)C3)cc1CN1CCOCC1	-4	38	9	1	38	15	1.7	-1	-1
COc1ccc(CNC(=O)CCCn2nc(C)n3ccnc3c2=O)cc1	-3	25	8	-7	-15	-3	0.6	-2	2
O=C(c1cccnc1)N1CCN(CCCc2ccccc2)CC1	13	14	-6	0	-14	-8	-1.2	-3	-4
Cc1nc2ccccn2c1C(=O)Nc1ccc(Cl)cc1	14	17	-5	0	-1	-8	6.0	1	-1
CC(C)N1C(=O)C(=O)N(CC(=O)N(C)c2ccccc2)C1=O	10	3	1	4	5	-19	1.2	1	-3
Cc1ccc(C)n1-c1ccc(C(=O)NN=C2CCCC2)cc1	9	5	13	1	-19	7	-0.2	-3	-1
O=C(NC(=S)Nc1cccc(O)c1)c1cncc(Br)c1	32	20	38	24	-13	6	3.2	1	-4
COCCCNC(=S)Nc1c(C)cc(C)cc1C	-8	-16	2	3	18	1	-1.1	-2	0
O=C(NCCc1c[nH]c2ccccc12)C(=O)NCC(c1ccco1)N1CCN(c2ccccc2)CC1 (stereo unspecified)	5	2	18	3	25	36*	1.4	-2	0
O=C1C2C3C=CC(C4CC34)C2C(=O)N1/N=C/c1ccc(-c2ccc(Cl)cc2[N+](=O)[O-])o1 (stereo unspecified)	-26	37	-7	-16	28	6	3.3	-5	2
CC(C)(C)c1nnc(N/N=C/c2ccccc2)n(N)c1=O	2	-17	12	-2	8	77*	0.0	2	1
Cc1cc(C(=O)CSc2nc(N)cc(N)n2)c(C)n1-c1cccc(C(F)(F)F)c1	1	19	17	3	21	-5	-0.9	0	0
COc1ccc(C(=O)NCCS(=O)(=O)N(C)C2CCCCC2)cc1	11	1	-2	7	20	-3	-0.3	-2	-2
NC(=O)C1CCN(S(=O)(=O)c2cccc(C(=O)O)c2)CC1	-8	3	-7	5	-4	-12	-1.3	-4	1
CC(OC(=O)C1=COCCO1)C(=O)NC1CCCCC1C (stereo unspecified)	-3	-7	9	1	-9	2	-0.3	1	-1

Arranged by length of the SMILES (lowest first): 3 of the compounds above
SMILES	APJ antagonist	tim23-1 inh	CCR6 antagonist	CXCR6 inh	Mdm2-MdmX inh	EBI2 block	CHOP UPR activ	UPR XBP1 act	APJ agonist
CC(OC(=O)C1=COCCO1)C(=O)NC1CCCCC1C (stereo unspecified)	-3	-7	9	1	-9	2	-0.3	1	-1
CN(C(=O)COC(=O)c1ccccc1SCC(=O)N1CCCC1)c1ccccc1	0	4	19	-4	15	-2	1.1	-5	7
O=C(c1ccoc1)N1CCCC(N2CCN(c3cccc(C(F)(F)F)c3)CC2)C1 (stereo unspecified)	-2	16	15	-1	24	2	0.8	-1	-9

(continued)
SMILES	APJ antagonist	tim23-1 inh	CCR6 antagonist	CXCR6 inh	Mdm2-MdmX inh	EBI2 block	CHOP UPR activ	UPR XBP1 act	APJ agonist
COc1ccccc1C(=O)COC(=O)Cn1nc(C)c([N+](=O)[O-])c1C	-15	16	8	8	20	3	0.7	-1	-3
CN(C)c1ccc(NC(=O)Nc2csc3ccccc23)cc1	-23	-20	10	-2	-20	0	4.1	4	-2
COc1cccc(CN(C)CC(=O)Nc2cccc3ccccc23)c1	4	-1	-2	10	-3	-5	0.0	-1	-2
O=S(=O)(c1ccc(NCCCO)nc1)N1CCOCC1	2	15	7	-9	8	-8	2.0	-3	6
O=C(NC1(c2ccccc2)CC1)C1CCC(=O)N(Cc2ccc(Cl)cc2)C1 (stereo unspecified)	8	5	-3	1	-28	11	-1.5	-8	1
O=C(Nc1cc(-c2ccccc2)cs1)c1ccco1	-8	33	11	-11	-70	-23	4.6	4	2
CC(C)(C)NC(=S)NC1CC1	1	4	3	4	-13	-3	2.5	-1	0
Cc1ccc(NC(=O)c2oc3ccccc3c2C)nc1	9	26	3	-2	-126	17	6.5	-2	-7
O=C(COC(=O)CCCN=C1NS(=O)(=O)c2ccccc21)NC(=O)NC1CCCC1	-5	2	11	-1	12	-1	-2.3	-1	-1
O=C(/C=C/c1ccccc1)OCC(=O)N1CCN(c2ccccc2)CC1	26	5	13	1	18	0	0.6	1	0
COc1ccc(C(=O)Nc2ccc(-n3nncc3C(C)(C)C)cc2)cc1	-14	17	5	-8	9	-2	2.7	-2	1
COc1ccc(-c2nn(-c3ccccc3)cc2C(=O)O)cc1	5	6	9	-7	12	4	-0.4	-1	-1
COc1ccc(C(=O)OCn2nnc3ccccc3c2=O)cc1[N+](=O)[O-]	-3	28	6	5	2	7	-0.7	-1	-2
CCCn1nnnc1NCc1ccccc1OCc1ccc(F)cc1	5	17	12	1	-20	3	-1.2	-4	4
CCN(Cc1cc2ccc(C)cc2[nH]c1=O)C(=O)c1cccnc1	4	7	.	.	8	.	-2.8	-2	-3
COc1ccc(NC(=O)[C@H](C)NC(=O)C2CCN(S(=O)(=O)c3ccc(OC)cc3)CC2)cc1	1	-13	12	-8	22	-9	-1.0	-2	-4
CCc1ccccc1NC(=S)N1CCN(c2ccccc2F)CC1	20	21	3	2	12	1	-1.8	-2	0
CCN(Cc1ccncc1)C(=O)c1ccc(C)o1	-7	-5	-2	-2	8	8	2.2	-4	5
O=C(Nc1ccccn1)NC1CCCCC1	8	3	-2	-17	2	0	0.3	-3	0
CC1(C)Oc2ccc3ccc(=O)oc3c2C(N2CCCCC2)C1O (stereo unspecified)	22	1	-8	6	-10	-2	-2.8	1	-3
Cc1ccc(NC(=O)c2cc(S(=O)(=O)N(C)C)ccc2N2CCCC2)cc1S(=O)(=O)N(C)C	-6	3	5	5	27	-12	11	53*	-3
O=C(Cn1sc2ccccc2c1=O)NC12CC3CC(CC(C3)C1)C2	3	19	29	41*	6	32	31	2	8
COc1ccc(NC(=O)CN(C)CC(=O)N2CC(=O)Nc3ccccc32)cc1	-9	1	1	0	3	-12	-0.4	-1	-2
CCOc1ccc(N(CC(=O)NCc2ccccc2)S(=O)(=O)c2c(C)noc2C)cc1	6	12	14	-6	25	1	0.4	-3	-3
C[C@H](NC(=O)[C@H]1N2C(=O)c3ccccc3C2SC1(C)C)C(=O)N1CCN(C)CC1 (stereo partly specified)	6	-5	8	-7	26	-11	-1.1	-3	-3
Cc1ccc(NC(=O)C(c2ccccc2)N2CCN(CC(=O)NC3CC3)CC2)cc1Cl (stereo unspecified)	8	11	7	8	3	9	1.3	-3	-1
CC(C)CCNC(=O)CN1C(=O)NC(c2ccccc2)(c2ccccc2)C1=O	10	19	13	7	4	2	0.3	-4	0
CCOc1ccc(/C=N/N2C(C)CCCC2C)cc1 (stereo unspecified)	-8	3	-1	2	3	-7	1.6	2	-3
CCOC(=O)/C(C#N)=C1/SC(CC)C(=O)N1c1ccc(C)cc1 (stereo unspecified)	5	23	1	2	20	2	-0.6	-3	-1
CCOCc1cnc(C)nc1NCC(=O)c1c(C)[nH]c2cc(C)ccc12	9	2	-13	-7	6	2	-1.4	-2	1
